Screens from PubChem BioAssay.
KCNQ1 inh: inhibitors of human KCNQ1 potassium channel; 310,000 compounds, 1.3% hits; CHO-K1 KCNQ1, FluxOR thallium flux fluorescence; stronger effect = higher value; B-score at 10 µM; AID 2642; P51787;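 active = compounds whose thallium flux B-score, printed positive for inhibition, exceeds three library SD while starting fluorescence stays within three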;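 also: channel opened by potassium depolarization with thallium stimulus after 20 min compound exposure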
RGS4 pot: RGS4 potentiation or activation; HEK293 M3R/inducible RGS4, carbachol calcium flux Fluo4; stronger effect = lower value; AID 463111; 310,000 compounds, 0.92% hits; B-score at 10 µM;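 active = B-score of the integrated calcium signal more than 4 SD below the library mean, with starting fluorescence not abnormally high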;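 also: negative B-score means reduced calcium response which marks RGS4 activation or potentiation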
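Also added: carbachol at ECmax as muscarinic agonist stimulus; Assay system: HEK293 cells with stable M3R and inducible RGS4; Timing: overnight RGS4 induction, 30 min dye load 37 °C, 20 min compound RT; Measured by: Fluo4-AM (2 µM) calcium-flux fluorescence, kinetic read.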
ANO1 activ: activates or potentiates the mouse TMEM16A chloride channel | HEK293 TMEM16A/YFP-H148Q/I152L, iodide quench fluorescence; stronger effect = lower value | AID 623877 | Q8BHY3 | B-score at 10 µM | 340,000 compounds, 0.3% hits;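 active = fluorescence-ratio B-score plate-corrected deviation score at least 3 library SD below zero, with starting fluorescence score within 5 deviations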;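 also: channel opened by trigger with iodide after compound preincubation; score built on the fluorescence ratio of max minus min over baseline; more negative score means more quench and so TMEM16A activation or potentiation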
KCNQ1 act: human KCNQ1 channel potentiation or activation | 310,000 compounds, 0.35% hits | P51787 | B-score at 10 µM | CHO-K1 KCNQ1, thallium flux FluxOR fluorescence; stronger effect = higher value;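 active = fluorescence ratio B-score, a plate-corrected score, at least three library SD, with initial intensity B-score within 5 SD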
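assay system = KCNQ1-transfected CHO-K1 cells | medium = assay buffer with matched DMSO | probe or stimulus = depolarizing K+/Tl+ stimulus, K2SO4 and Tl2SO4 each 12.5 mM in 5x stock | dosing = single dose | incubation = dye 90 min, compound 20 min, room temperature | detection = kinetic FluxOR fluorescence, 10 s baseline plus 110 s post-stimulus | evaluation = ratio B score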
hERG rescue: compounds protecting human hERG from proarrhythmic drug block; CHO-hERG, FluxOR thallium flux, dofetilide IC70 present; activation (rescue from dofetilide block), less the hit threshold, % at 10 µM; 310,000 compounds, 0.51% hits; AID 1511;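 active = activation above the mean of controls blocked by dofetilide plus 5 SD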;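 also: thallium influx through hERG after potassium depolarization seen as dye fluorescence rise; in these data hits start at about 4.7%; inactives centre near -7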
RGS4 block: human RGS4 inhibition; HEK293 M3R/RGS4 inducible, Fluo-4 calcium flux; stronger effect = higher value; triggered by carbachol at its EC20; B-score at 10 µM; 310,000 compounds, 0.45% hits; AID 463165; P49798;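 active = B-score, a plate-corrected calcium signal, over three deviations above library mean, with baseline fluorescence within five deviations of library mean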;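 also: RGS4 expression induced by doxycycline in cells with stable M3 receptor; B-score is computed from the integrated fluorescence ratio over baseline after carbachol; higher B-score means a larger calcium signal and so more RGS4 inhibition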
Target sequence (P49798 whole entry, looked up): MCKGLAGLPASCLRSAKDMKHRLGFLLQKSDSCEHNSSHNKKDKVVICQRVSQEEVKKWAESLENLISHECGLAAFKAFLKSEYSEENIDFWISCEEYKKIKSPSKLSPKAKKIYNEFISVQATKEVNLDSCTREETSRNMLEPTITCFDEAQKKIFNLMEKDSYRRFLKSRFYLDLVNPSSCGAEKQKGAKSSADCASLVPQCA
KCNK9 block: inhibitors of human KCNK9 two-pore domain potassium channel; HEK293 KCNK9, FluxOR thallium flux fluorescence; stronger effect = lower value; B-score at 10 µM; 310,000 compounds, 1.2% hits; AID 488922;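 active = ratio B-score over 3 SD below the library mean, with starting fluorescence within 5 SD of its mean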;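 also: negative B-score means less thallium flux so channel inhibition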
Target sequence (Q9NPC2 whole entry, looked up, the tested form may be a part): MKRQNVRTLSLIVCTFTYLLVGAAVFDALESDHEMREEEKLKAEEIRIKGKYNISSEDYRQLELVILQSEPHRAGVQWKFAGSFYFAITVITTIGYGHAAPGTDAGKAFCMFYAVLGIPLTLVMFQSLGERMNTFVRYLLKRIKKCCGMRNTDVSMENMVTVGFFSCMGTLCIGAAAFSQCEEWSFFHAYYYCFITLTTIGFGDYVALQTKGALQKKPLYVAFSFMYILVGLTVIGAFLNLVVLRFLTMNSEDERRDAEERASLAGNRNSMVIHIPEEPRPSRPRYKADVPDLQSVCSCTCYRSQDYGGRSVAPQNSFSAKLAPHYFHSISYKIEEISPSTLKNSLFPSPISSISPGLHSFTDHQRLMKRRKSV
TMEM16A inh: mouse TMEM16A channel inhibition, primary screen; Q8BHY3; HEK293 TMEM16A/YFP iodide influx fluorescence, ionomycin; 310,000 compounds, 1.2% hits; normalized B-score (activity score, 25-100; higher = stronger inhibition) at 10 µM; AID 588511;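 active = ratio plate-corrected score three or more library SD toward inhibition, starting fluorescence score within five deviations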;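 also: score derived from kinetic fluorescence span divided by baseline fluorescence per well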
KCNK3 block: human KCNK3 channel inhibition, primary screen; O14649; CHO-KCNK3 thallium flux, FluxOR fluorescence; stronger effect = lower value; B-score at 10 µM; 340,000 compounds, 0.84% hits; AID 602410;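 active = B-score under library mean minus 4 SD, starting fluorescence ratio at most library mean plus 5 SD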;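 also: more negative B-score means stronger inhibition of thallium flux through KCNK3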
Target sequence (O14649 whole entry, looked up): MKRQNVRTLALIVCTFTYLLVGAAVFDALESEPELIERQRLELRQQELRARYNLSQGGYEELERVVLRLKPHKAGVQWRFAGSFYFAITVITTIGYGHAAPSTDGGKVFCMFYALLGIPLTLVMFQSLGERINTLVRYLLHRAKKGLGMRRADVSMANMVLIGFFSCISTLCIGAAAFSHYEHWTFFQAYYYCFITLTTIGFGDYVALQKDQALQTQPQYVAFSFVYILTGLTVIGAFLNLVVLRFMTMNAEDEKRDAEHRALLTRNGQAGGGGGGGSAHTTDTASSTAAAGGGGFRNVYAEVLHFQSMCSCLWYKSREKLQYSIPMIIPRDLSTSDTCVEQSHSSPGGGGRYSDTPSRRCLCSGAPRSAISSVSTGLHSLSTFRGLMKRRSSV
MrgX1 agonist: agonists of human MrgX1 receptor. 310,000 compounds, 0.44% hits. B-score at 10 µM. Q96LB2. AID 588627. MrgX1-HEK293 cells, Fluo-4 calcium fluorescence, agonist mode; stronger effect = higher value;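 active = calcium response B-score plate-corrected fluorescence ratio at least 3 library SD, with starting fluorescence B-score inside 5 SD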
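Material: HEK293 cells stably expressing human MrgX1 receptor | Quantity: 15,000 cells per well | Times: Cells plated overnight, dye loaded 0.5 h 37 °C, 0.5 h room temperature | Measured by: Kinetic Fluo-4 NW fluorescence of intracellular calcium | Control set: Positive and negative controls per plate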
MrgX1 PAM: human MrgX1 positive allosteric modulation, primary screen; Q96LB2; MrgX1-HEK293, Fluo-4 calcium flux, FDSS; stronger effect = higher value; B-score at 10 µM; 310,000 compounds, 0.63% hits; AID 588675;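 active = plate-corrected calcium response at least 3 library SD above typical, normal starting fluorescence, not activating the receptor alone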;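 also: compound read alongside a low EC10 to EC30 dose of BAM8-22 agonist; peak minus trough fluorescence over baseline measured at the second addition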
* marks the source's active call; other numbers are inactive results; i = inactive; . = no result given.

SMILES | RGS4 block | KCNQ1 act | KCNK9 block | hERG rescue | MrgX1 PAM | KCNQ1 inh | TMEM16A inh | MrgX1 agonist | ANO1 activ | KCNK3 block | RGS4 pot
CCOCc1[nH]c(=S)[nH]c(=O)c1Cc1ccc(OCC)cc1 | i | i | i | -2 | i | i | i | i | i | i | i
O=C(NCc1cccs1)C1CC1 | i | i | i | -13 | i | i | i | i | i | i | i
Cc1ccc(C)c(NC(=S)Nc2cccnc2)c1 | i | i | i | -9 | i | i | i | i | i | i | i
Cc1ccc(NNC(=O)c2c(C)noc2C)cc1Cl | i | i | i | -8 | i | i | i | i | i | i | i
Cc1cccc(OC(=O)C2C(c3ccccc3)C(C(=O)O)C2c2ccccc2)c1 (configuration not stated) | i | i | i | -6 | i | i | i | i | i | i | i
CC(C)C(=O)NCCc1nc(-c2ccccc2)no1 | i | i | i | -2 | i | i | i | i | i | i | i
COc1ccc(NC(=O)CSc2nnc(-c3cccnc3)o2)cc1 | i | i | i | -10 | i | i | i | i | i | i | i
COc1ccc(CCNC(=O)COc2cccc3c2OC(C)(C)C3)cc1OC | i | i | i | -14 | i | i | i | i | i | i | i
CCOC(=O)NC(c1ccc(C(C)C)cc1)C(Cl)(Cl)Cl (configuration not stated) | i | i | i | -11 | i | i | i | i | i | i | i
CCCCCCC1/C(=N\NC(=O)c2ccccc2)CCC1C(=O)OC (configuration not stated) | i | i | i | -8 | i | i | i | i | i | i | i
N#CCN(CC#N)C(=O)C1c2ccccc2Oc2ccccc21 | i | i | i | -5 | i | i | i | i | i | i | i
CCOc1cc(NC(=O)c2cccs2)c(OCC)cc1NC(=O)c1ccccn1 | i | i | i | -6 | i | i | i | i | i | i | i
Cc1cccc(-c2cc(N)n(-c3ccccc3)n2)c1 | i | i | i | -5 | . | i | . | . | i | i | i
Cc1occc1C(=O)N(Cc1nc(-c2ccccc2)no1)C(C)C | i | i | i | -9 | i | i | i | i | i | i | i
C#CCOCCOCCOCCNc1nc(N2CCN(C(=O)[C@H](CCCCN)n3cc(C(N)CO)nn3)CC2)nc(N2CCN(C(=O)[C@H](CCC(=O)O)n3cc(C(N)Cc4ccc(O)cc4)nn3)CC2)n1 (some centres not stated) | i | i | i | -5 | . | i | . | . | . | . | i
COc1ccc(N/C(=C(/C(Cl)=C(Cl)Cl)[N+](=O)[O-])n2nnc3ccccc32)cc1 | i | i | i | -3 | i | i | i | i | . | . | i
COc1ccc(CCNC(=O)CN(C)S(=O)(=O)c2ccc(OC)cc2)cc1 | i | i | i | -6 | i | i | i | i | i | i | i
Cc1ccccc1OCCC(=O)OCC(=O)NC1CC1 | i | i | i | -5 | i | i | i | i | i | i | i
COc1ccccc1C(=O)NC(C)c1cccc2ccccc12 (configuration not stated) | i | i | i | -13 | i | i | i | i | i | i | i
Cc1cc([N+](=O)[O-])ccc1NC(=O)c1csc(C)c1C | i | i | i | -8 | i | i | i | i | i | i | i
COc1ccc2[nH]c3c(=O)n(/N=C/c4ccc(OC)c(CN5CCCC5)c4)c(C)nc3c2c1 | i | i | i | -9 | i | i | i | i | i | i | i
CCOc1cc(N2CCOCC2)c(OCC)cc1NC(=O)CSc1ncn[nH]1 | i | i | i | -14 | i | i | i | i | i | i | i
COc1ccc(S(=O)(=O)Nc2ccc(S(=O)(=O)Nc3cc(C)nc(C)n3)cc2)cc1OC | i | i | i | -5 | i | i | i | i | i | i | i
CC1(C)CC(NC(=O)c2ccc(Cl)c(Cl)c2)CC(C)(C)N1 | i | i | i | -2 | i | i | i | i | i | i | i
O=C(NNC(=O)C1CC1)c1ccccc1[N+](=O)[O-] | i | i | i | -10 | i | i | i | i | i | i | i

The last 2 records of the section above open the next one.
SMILES | RGS4 block | KCNQ1 act | KCNK9 block | hERG rescue | MrgX1 PAM | KCNQ1 inh | TMEM16A inh | MrgX1 agonist | ANO1 activ | KCNK3 block | RGS4 pot
CC1(C)CC(NC(=O)c2ccc(Cl)c(Cl)c2)CC(C)(C)N1 | i | i | i | -2 | i | i | i | i | i | i | i
O=C(NNC(=O)C1CC1)c1ccccc1[N+](=O)[O-] | i | i | i | -10 | i | i | i | i | i | i | i
Cc1cc(-c2cc(C(=O)O)c3ccccc3n2)c(C)s1 | i | i | i | -13 | i | i | i | i | i | i | i
Cc1ccc(NS(=O)(=O)c2cc(-c3n[nH]c(=O)c4ccccc34)ccc2C)cc1 | i | i | i | -4 | i | i | i | i | i | i | i
COc1ccc(NC(=O)c2cc3cccc(OC)c3oc2=Nc2ccc(C(=O)O)cc2)cc1OC | i | i | i | -9 | . | i | . | . | i | i | i
O=S(=O)(Nc1nc2ccccc2nc1NCC1CCCO1)c1cccc(Cl)c1 (configuration not stated) | i | i | i | -8 | i | i | i | i | i | i | i
COc1ccc2[nH]c3c(N4CCN(Cc5ccc6c(c5)OCO6)CC4)ncnc3c2c1 | i | i | i | -24 | i | i | i | i | i | i | i
CC(C)OC(=O)CSc1nnc(-c2ccncc2)n1N | i | i | i | -6 | i | i | i | 41* | i | i | i
O=c1c2ccccc2cnn1-c1ccc2ccccc2c1 | i | i | i | -8 | i | i | i | i | i | i | i
CCOC(=O)C1=CN(c2cccc(F)c2)C=C(C(=O)OCC)C1c1cc(OC)c(O)c([N+](=O)[O-])c1 | i | i | i | -11 | i | i | i | i | i | i | i
CCOc1ccc(S(=O)(=O)N(CC)CC)cc1NS(=O)(=O)c1ccc(F)c(F)c1F | i | i | i | -6 | i | i | i | i | i | i | i
COc1cccc(C(=O)N2CCC(N3CC(C)OC(C)C3)CC2)c1 (configuration not stated) | i | i | i | -5 | i | i | i | i | i | i | i
CCOC(=O)c1c(N)sc(C(=O)Nc2ccccc2F)c1C | i | i | i | -11 | i | i | i | i | i | i | i
C/C(=N\NC(=O)c1ccccc1)c1ccc(-n2ccnc2)cc1 | i | i | i | -7 | i | i | i | i | i | i | i
CCC(C)NC(=O)c1ccccc1-c1nc2ccccc2[nH]1 (configuration not stated) | i | i | i | -10 | i | i | i | i | i | i | i
CSc1nc2cc(S(=O)(=O)N3CCOCC3)ccc2s1 | i | i | i | -11 | i | i | i | i | i | i | i
Cc1cc(C)nc(SCc2nnc(SCC(=O)Nc3ccc(C)c(C)c3)n2Cc2ccco2)n1 | i | i | i | -23 | i | i | i | i | i | i | i
CC(C)(C)c1ccccc1NC(=O)C1=COCCO1 | i | i | i | -1 | i | i | i | i | i | i | i
Cc1ccc(C(=O)Nc2ccc(Br)c(C(F)(F)F)c2)cc1 | i | i | i | -22 | i | i | 100* | i | i | -9.3* | i
NC(=O)c1c(N)sc(=S)n1CC1CCCO1 (configuration not stated) | i | i | i | -7 | i | i | i | i | i | i | i
CCCCOC(=O)c1nc[nH]c1C(=O)OCCCC | i | i | i | -3 | i | i | i | i | i | i | i
CC(=O)Nc1ccc(S(=O)(=O)N(C)CC(=O)OCC(=O)N2CCCC2=O)cc1 | i | i | i | -18 | i | i | i | i | i | i | i
Cc1[nH]c2ccccc2c1C(=O)CN1C(=O)C(=O)N(Cc2ccco2)C1=O | i | i | i | -1 | i | i | i | i | i | i | i
O=C(NCCCN1CCCC1=O)c1c(O)nc2sccn2c1=O | i | i | i | -7 | i | i | i | i | i | i | i
CCOC(=O)c1c(NC(=O)Cn2cnc([N+](=O)[O-])n2)sc2c1CCCC2 | i | i | i | -1 | i | i | i | i | i | i | i
CCC(=O)Nc1c(C)nn(C(=O)CC)c1C | i | i | i | -3 | i | i | i | i | i | i | i
CC1(C)CC(=O)C=C(C(=O)N2CCCC(CCC(=O)NCc3ccccc3F)C2)O1 (configuration not stated) | i | i | i | -5 | i | i | i | i | i | i | i

Four entries drawn at random from those above:
SMILES | RGS4 block | KCNQ1 act | KCNK9 block | hERG rescue | MrgX1 PAM | KCNQ1 inh | TMEM16A inh | MrgX1 agonist | ANO1 activ | KCNK3 block | RGS4 pot
Cc1[nH]c2ccccc2c1C(=O)CN1C(=O)C(=O)N(Cc2ccco2)C1=O | i | i | i | -1 | i | i | i | i | i | i | i
COc1ccc2[nH]c3c(N4CCN(Cc5ccc6c(c5)OCO6)CC4)ncnc3c2c1 | i | i | i | -24 | i | i | i | i | i | i | i
CCOC(=O)c1c(NC(=O)Cn2cnc([N+](=O)[O-])n2)sc2c1CCCC2 | i | i | i | -1 | i | i | i | i | i | i | i
COc1cccc(C(=O)N2CCC(N3CC(C)OC(C)C3)CC2)c1 (configuration not stated) | i | i | i | -5 | i | i | i | i | i | i | i

(continued)
SMILES | RGS4 block | KCNQ1 act | KCNK9 block | hERG rescue | MrgX1 PAM | KCNQ1 inh | TMEM16A inh | MrgX1 agonist | ANO1 activ | KCNK3 block | RGS4 pot
CCC(CC)C(=O)Nc1nnc(S(=O)(=O)N2CCc3ccccc32)s1 | i | i | i | -3 | i | i | i | i | i | i | i
CC(=O)NC1C(=O)N(CCN2CCOCC2)c2ccc(Br)cc21 (configuration not stated) | i | i | i | -8 | i | i | i | i | i | i | i
Cc1ccc2cc(C(=O)O)c(C)nc2c1 | i | i | i | 4 | i | i | i | i | i | i | i
COc1ccc(CC(=O)O/N=C(\N)c2cccc([N+](=O)[O-])c2)cc1 | i | i | i | 0 | i | i | i | i | i | i | i
COC(=O)c1ccc(C(NC(=O)OCc2ccccc2)/C(F)=C/[C@@H](C)C(=O)NCc2ccc(OC)c(OC)c2)cc1 (some centres not stated) | . | . | . | . | i | . | i | i | i | i | .
CCOc1ccccc1NC(=O)C(OC(=O)c1ccc(CC)cc1)c1ccccc1 (configuration not stated) | i | i | i | -12 | i | i | i | i | i | i | i
